High-throughput results as filed in PubChem BioAssay.
FAS TE block: inhibitors of human fatty acid synthase thioesterase domain; recombinant FAS-TE, OMFH fluorogenic substrate, fluorescence endpoint; 360,000 compounds, 0.67% hits; P49327; inhibition, % at 15 µM;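 active = compounds whose normalised, plate-corrected inhibition of enzyme fluorescence in the single-dose primary screen is 50% or more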;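 also: 0% = DMSO with enzyme and 100% = substrate without enzyme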
bovine MsrA act: activators of bovine methionine sulfoxide reductase A. 360,000 compounds, 0.3% hits. activation, % at 10.6 µM. purified bovine MsrA, absorbance read-out; in the data active = activation above about 7.5%;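 also: 0% = vehicle and 100% = reference activator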
Neddylation inh: blocks human cullin neddylation. P61081+Q13564. TR-FRET cullin neddylation, biochemical. calls only at 25 µM. 360,000 compounds, 0.58% hits. AID 651699; in the data active = inhibition above about 36%
Rin1-Abl PPI inh: inhibitors of human Rin1-Abl protein interaction; P00519+Q13671; TR-FRET Rin1/Abl binding, biochemical; inhibition, % at 7.35 µM; 360,000 compounds, 0.4% hits; in the data active = inhibition above about 5%, passing the limit was not always enough
MsrA inhibitor: inhibitors of bovine MsrA | purified bovine MsrA, absorbance read-out | inhibition, % at 15.5 µM | 360,000 compounds, 0.75% hits; in the data active = inhibition above about 4.5%;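 also: 0% = vehicle wells with enzyme and 100% = reference inhibitor wells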
eLon inh: inhibitors of E. coli Lon protease; purified E. coli Lon protease, fluorescence polarization; inhibition, % at 7.94 µM; 360,000 compounds, 0.42% hits; in the data active = inhibition above about 13%, passing the limit was not always enough;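 also: 0% = enzyme with probe and DMSO and 100% = no enzyme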
MT1-MMP act inh: MT1-MMP (human) activation inhibition; P50281; HT1080 RFP-PRO-GFP cells, GFP/RFP ratio fluorescence, overnight; percent of plate control window, DMSO zero; GFP/RFP ratio change, % at 20 µM; 360,000 compounds, 0.061% hits; AID 651647;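 active = GFP/RFP ratio change of at least 30% with cell ATP level not reduced by more than half and red fluorescence within 50% of control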; also: strong numbers were not always called active
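Compound: 20 µM single dose, 1% DMSO / System: HT1080 RFP-PRO-GFP cells / Controls: DMSO and RFP-L50D-GFP cell wells / Read-out basis: GFP/RFP fluorescence ratio / Schedule: overnight compound exposure at 37 °C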
SKN-1 inh: C. elegans SKN-1 inhibition; inhibition, % at 21.8 µM; 360,000 compounds, 0.49% hits; C. elegans VP596 Pgst-4::GFP/RFP ratio, acrylamide-induced, 24 h;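 active = interference check ratio from 0.5 to 1.5 plus GFP to RFP signal ratio inhibition reaching or exceeding a fixed threshold, cut at about 30% in these data, passing the limit was not always enough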; also: some compounds called inactive have numbers as strong as hits
CendR NRP1 mod: NRP-1/CendR interaction modulation | AID 602438 | O14786 | FAM-RPARPAR peptide binding to NRP-1, fluorescence polarization | 360,000 compounds, 0.85% hits | inhibition, % at 25 µM;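 active = inhibition or corrected inhibition above about 18%, plus a signal ratio from 0.5 to 1.5, limit read from the data, passing the limit was not always enough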; also: strong numbers were not always called active
Starred values were filed as active, the others as inactive; i = inactive; . = no result given; + = active, no number. An unsorted share of the library; overall some 4.2% were active at least once.

SMILES	FAS TE block	bovine MsrA act	Neddylation inh	Rin1-Abl PPI inh	MsrA inhibitor	eLon inh	MT1-MMP act inh	SKN-1 inh	CendR NRP1 mod
COc1ccc(C2CC(=O)C=C(NCc3ccccc3)C2)cc1 (configuration not stated)	-4	-3	i	-1	-0.4	2	-1	-3	-4
O=C1C(=O)c2ccccc2C(O)=C1CC=C(Cl)Cl	-2	-2	i	0	0.4	1	18	14	14
CC(C)=CCCC1=CCC(/C=N/NC(N)=O)C(C)C1 (configuration not stated)	-4	-7	i	-1	1.1	1	2	-6	6
CN1CCN(c2nc(-c3cccnc3)nc3scc(-c4ccccc4)c23)CC1	3	-3	i	-7	1.9	0	0	14	-3
CC1(C(=O)NCCc2c[nH]c3ccccc23)CCN1Cc1ccccc1OC(F)F (configuration not stated)	16	0	i	-3	-0.1	7	-1	8	-5
COc1ccccc1N1CC(C)C(=O)NC1=S (configuration not stated)	-6	-8	i	-1	0.8	-5	-1	2	0
COC(=O)CN(Cc1ccco1)S(=O)(=O)c1ccccc1	-2	0	i	-5	0.7	0	-3	4	-7
CCCCn1cnc2c(SCc3ccccc3Cl)nc(N)nc21	11	-2	i	2	-0.3	-8	3	-16	5
O=C(CSc1cccc[n+]1[O-])Nc1cc2c(cc1Cl)C(=O)c1ccccc1C2=O	-11	1	i	-4	0.7	-1	-1	9	-18
O=C(Nc1cccc(F)c1)C1CCCN(c2cnccn2)C1 (configuration not stated)	-6	-2	i	-1	-0.3	-1	-2	23	10
NC(=O)C1CC(=O)N(c2ccc(OCC(=O)Nc3ccccc3F)cc2)C1 (configuration not stated)	-2	1	i	2	-0.2	-10	2	6	6
O=C(N/N=C/c1cc2ccccc2nc1Cl)[C@H]1C[C@@H]1c1ccccc1	21	-5	i	-6	0.8	2	2	6	3
COc1ccc(NC(=O)CSc2c3c(nc4ccccc24)CCCC3)c(OC)c1	11	-2	i	-6	-0.8	0	0	-1	-10
O=C(C[n+]1ccc(/C=N/O)cc1)NC1CCCCC1	-11	-7	i	3	-0.4	-4	0	5	3
COc1ccccc1NS(=O)(=O)c1cccc(C(=O)NNC(=O)c2ccc(Cl)nc2)c1	-7	5	i	1	0.5	-3	8	6	12
O=C(c1nc2nc(-c3ccc(Cl)cc3)cc(C(F)(F)F)n2n1)N1CCOCC1	-7	1	+	0	1.8	2	4	1	-4
COc1cccc(NC(=O)CSc2nnc3ccc(-c4ccccn4)nn23)c1	-7	-2	i	0	-0.4	-10	4	4	1
COc1ccc2c(c1OC)OCC2C (configuration not stated)	2	-2	i	0	-0.5	1	-1	17	-4
Cc1ccc(S(=O)(=O)NC2CCSC2=O)cc1C (configuration not stated)	-7	-3	i	1	-0.3	-9	-3	-4	4
CC1=Nn2c(nnc2C2CCCCC2)SC1	-9	-4	i	0	1.0	-6	5	-13	0

Reprinted at random: three records from the list
SMILES	FAS TE block	bovine MsrA act	Neddylation inh	Rin1-Abl PPI inh	MsrA inhibitor	eLon inh	MT1-MMP act inh	SKN-1 inh	CendR NRP1 mod
COc1ccccc1NS(=O)(=O)c1cccc(C(=O)NNC(=O)c2ccc(Cl)nc2)c1	-7	5	i	1	0.5	-3	8	6	12
COc1cccc(NC(=O)CSc2nnc3ccc(-c4ccccn4)nn23)c1	-7	-2	i	0	-0.4	-10	4	4	1
COc1ccc2c(c1OC)OCC2C (configuration not stated)	2	-2	i	0	-0.5	1	-1	17	-4

Some entries already given, limited to FAS TE block, eLon inh and bovine MsrA act:
SMILES | FAS TE block | eLon inh | bovine MsrA act
O=C(N/N=C/c1cc2ccccc2nc1Cl)[C@H]1C[C@@H]1c1ccccc1 | 21 | 2 | -5
COc1ccc2c(c1OC)OCC2C (configuration not stated) | 2 | 1 | -2
COc1ccc(NC(=O)CSc2c3c(nc4ccccc24)CCCC3)c(OC)c1 | 11 | 0 | -2

(more compounds)
SMILES	FAS TE block	bovine MsrA act	Neddylation inh	Rin1-Abl PPI inh	MsrA inhibitor	eLon inh	MT1-MMP act inh	SKN-1 inh	CendR NRP1 mod
COc1cccc(NC(=O)c2ccc3c(SCC(=O)O)c4c(nc3c2)CCCC4)c1	-6	-13	i	-1	0.3	-4	11	2	-8
CCCC(=O)Nc1nc2ccc(NC(=O)c3ccccc3F)cc2s1	1	-7	i	6	-0.9	-3	-8	-23	-12
COc1ccc(NC(=O)c2cc3c(s2)CCC(C)C3)cc1S(=O)(=O)N1CCOCC1 (configuration not stated)	15	-6	i	-3	3.1	0	-5	0	-2
NC(=O)c1ccc(NC(=O)CNCc2ccccc2Cl)cc1	-2	-1	i	1	-0.5	1	3	5	-14
C=CCN1CCN(C(=O)c2cc3c(s2)CCCC3)CC1	-2	-3	i	-1	0.4	-7	4	7	-19
CN(C)S(=O)(=O)c1ccc(Cl)c(C(=O)Nc2ccccc2[N+](=O)[O-])c1	-1	-2	i	-2	0.0	3	3	5	-9
CC1(C)CC(=O)C(C(N)=NC(=O)c2ccc([N+](=O)[O-])cc2)=C(O)C1	8	17*	i	2	-0.8	3	0	2	6
COCCNC(=S)NCc1cccs1	-3	-10	i	1	-0.5	-2	-3	4	-5
Cn1c(-c2cccc(Br)c2)cnc1NCc1cccnc1	-5	-2	i	-3	-1.7	-3	6	7	-9
N#Cc1nc(-c2ccc(F)cc2)oc1NCc1ccccc1	22	-3	.	-1	0.6	-6	6	-6	-14
COCCn1c(SCC(=O)N2CCCc3ccccc32)nc2ccccc2c1=O	9	-3	i	-9	0.8	10	-2	-7	7
CN1C(=O)c2ccc(NC(=O)c3cccc(N4C(=O)CCC4=O)c3)cc2C1=O	2	-2	.	2	0.6	0	2	10	11
O=C(O)C[C@H]1c2ccc(C(F)(F)F)cc2S(=O)(=O)N1C1CCCCC1	-6	0	i	3	0.3	0	4	-8	20
COc1cccc(-c2nnn(CC(=O)Nc3cc(OC)c(NC(=O)c4ccco4)cc3OC)n2)c1	-2	-4	.	0	-0.3	-6	-5	-6	0
CN=C(c1ccco1)n1c(=S)nc(-c2ccco2)n(C)c1=S	-11	-6	i	2	0.8	-10	-4	1	-2
Cc1cccc(NC(=O)CN2C(=O)S/C(=C\c3ccccn3)C2=O)c1	1	1	i	1	-0.5	2	0	14	-1
CCOC(=O)C(Cc1ccnc2ccccc12)=NO	-18	-1	i	0	-1.5	5	3	-10	0
C[C@]12CCC3C(CC[C@H]4CC(O)CC[C@]34C)C1CC/C2=N/O (some centres not stated)	-9	-1	i	3	0.9	4	7	17	3
O=C(CN1C(=O)CCSc2ccccc21)Nc1ccc(F)cc1	-8	-2	i	3	0.5	1	2	7	10
CCN1C(=O)c2cccc3c(S(=O)(=O)N(C)C)ccc1c23	2	-1	.	-4	1.2	0	6	0	-4
COCCCNc1nc2c(-c3cccc(C(F)(F)F)c3)nnn2c2ccccc12	-4	-1	i	-3	1.7	3	-4	5	9
CSc1nc2n(n1)C(C)C1=C(CCCC1=O)N2 (configuration not stated)	-5	-3	i	0	0.3	-1	1	5	15
COc1ccc(NC(=O)N(Cc2cc3cc(C)ccc3[nH]c2=O)CC2CCCO2)cc1 (configuration not stated)	-2	-4	i	0	1.1	4	-4	-8	0
COc1cccc(CNC(=O)CCC2CCCN(C(=O)c3cscn3)C2)c1 (configuration not stated)	-5	-1	i	-2	0.4	-3	2	-11	-12
CCOC(=O)c1cnc2c(c(C)nn2CC)c1NCCN1CCOCC1	0	-1	i	1	0.3	-9	1	-4	2
Nc1[nH]c(N=NC(=O)c2ccccc2)c2ccccc12	-11	-8	i	2	-0.7	6	1	4	6
C=C(C)C1Cc2c(C)nn(-c3nc(C)cc(C)n3)c2C1 (configuration not stated)	3	0	i	0	-0.4	1	-4	9	7
CCOc1ccc(N(C(=O)c2cc3ccccc3oc2=O)C2C=CS(=O)(=O)C2)cc1 (configuration not stated)	-4	-4	i	-2	1.5	-4	1	5	2
COc1cc2c(cc1OC)C(CC#N)=NC(C)(C)C2	-7	-6	i	0	.	-3	2	4	-7
CC(=O)Nc1ccc(Nc2nc(-c3sc(C)nc3C)cs2)cc1	0	-1	i	1	-1.2	-2	3	9	1
CC(C)CN(C(=O)/C=C/c1nc2ccccc2s1)C1CCS(=O)(=O)C1 (configuration not stated)	0	-4	i	-7	2.3	-16	-3	-3	3
NC(=O)c1ccccc1NC(=O)CSc1cn[nH]n1	-6	0	i	0	-0.1	-1	-2	19	5
Cn1c(=O)c2c(nc(SCc3nc(N)nc(N4CCCCC4)n3)n2C)n(C)c1=O	-10	-2	i	-3	2.1	-13	1	9	13
COC(=O)[C@@]1(Cc2ccccc2)[C@H]2C(=O)N(Cc3ccccc3)C(=O)[C@H]2[C@H]2CN=C(SCc3ccc(C)cc3)N21	18	-1	i	-3	.	0	-10	3	-3
Nc1ccn([C@@H]2O[C@H](CNCc3ccc(Oc4cc(-n5cccn5)ncn4)cc3)[C@@H](O)[C@H]2O)c(=O)n1	-7	-3	i	3	0.2	-8	1	-1	-2
COc1cc(CCC(=O)OCC(=O)NCCc2ccc(S(N)(=O)=O)cc2)cc(OC)c1OC	-6	0	i	2	-1.7	-4	-3	-15	2
C/C=C\C=C/C(=O)Nc1cccc(C2=NOC3(C2)C[C@@H](C(N)=O)N(C(=O)c2ccc(Cl)cc2)C3)c1 (some centres not stated)	-3	-1	i	3	-1.1	-5	0	2	-4
Cc1ccc(NC(=O)c2cc(-c3ccc(F)cc3)on2)cc1C	3	-2	i	-3	-0.2	-2	3	12	-2
COCCn1c(COc2cccc(OC)c2)nnc1SCC(=O)NC1CCCC1	-2	-1	i	3	1.3	13	-2	-1	11
Cc1ccc(CNC(=O)c2ccc(N3CCC4(CC3)CC(c3ccccc3)=NO4)c([N+](=O)[O-])c2)cc1	19	-4	i	-2	0.3	-4	7	4	10
CCOC(=O)c1ccc(NC(=O)N(CC)CC)cc1	-8	-1	i	-3	1.6	4	-10	-37	-10
CCOc1ccc2nc(NC(=O)c3cnc(C)cn3)sc2c1	-3	-2	i	0	0.3	-2	4	-13	-2
CC1CCCC(C)N1C(=O)COC(=O)c1ccccc1C(=O)c1ccccc1 (configuration not stated)	-6	-1	i	-2	1.9	-6	0	7	-10

Sorted by length of the SMILES (high to low): part of the list above
SMILES	FAS TE block	bovine MsrA act	Neddylation inh	Rin1-Abl PPI inh	MsrA inhibitor	eLon inh	MT1-MMP act inh	SKN-1 inh	CendR NRP1 mod
COc1cc(CCC(=O)OCC(=O)NCCc2ccc(S(N)(=O)=O)cc2)cc(OC)c1OC	-6	0	i	2	-1.7	-4	-3	-15	2
Cn1c(=O)c2c(nc(SCc3nc(N)nc(N4CCCCC4)n3)n2C)n(C)c1=O	-10	-2	i	-3	2.1	-13	1	9	13
CC1CCCC(C)N1C(=O)COC(=O)c1ccccc1C(=O)c1ccccc1 (configuration not stated)	-6	-1	i	-2	1.9	-6	0	7	-10
CCOC(=O)c1ccc(NC(=O)N(CC)CC)cc1	-8	-1	i	-3	1.6	4	-10	-37	-10
